# High-throughput results (PubChem BioAssay)
# SMARCA2 activ: SMARCA2 (BRM) function activators, primary screen, cell-based, luminescence, high throughput | AID 652017, 2013 | MG213 cells, MMTV-luciferase reporter, dexamethasone, overnight | activation, % at 9.1 µM | 370,000 compounds, 1% hits; in the data active = activation above about 7.8%;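 also: 0% = vehicle wells and 100% = reference activator wells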
# DAX1 inh-1: DAX1 (NR0B1) inhibitors on StAR promoter, primary screen, cell-based, luminescence, SF-1 (NR5A1), full-length DAX-1; AID 652010, 2013; HEK293T StAR-luciferase reporter, SF-1/DAX-1 repression relief; 370,000 compounds, 1.1% hits; inhibition, % at 6.8 µM;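 active = inhibition above the mean over all tested compounds plus 3 SD, cut at about 3.6% in these data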;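 also: 0% = DAX-1 cells with DMSO and 100% = cells lacking DAX-1 with DMSO; higher inhibition means more luminescence from relief of DAX-1 repression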
# ADAM17 inh: ADAM17 inhibitors, primary screen, biochemical, QFRET | 370,000 compounds, 0.83% hits | AID 720648, 2013 | inhibition, % at 6.95 µM | recombinant ADAM17, EDANS/DABCYL FRET peptide cleavage;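 active = inhibition above the mean of compounds lying between control limits plus 3 SD, set per campaign, cut at about 8.5% in these data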;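 also: 0% = DMSO-only wells as the low control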
# Target sequence (P78536 215-824 limits assumed): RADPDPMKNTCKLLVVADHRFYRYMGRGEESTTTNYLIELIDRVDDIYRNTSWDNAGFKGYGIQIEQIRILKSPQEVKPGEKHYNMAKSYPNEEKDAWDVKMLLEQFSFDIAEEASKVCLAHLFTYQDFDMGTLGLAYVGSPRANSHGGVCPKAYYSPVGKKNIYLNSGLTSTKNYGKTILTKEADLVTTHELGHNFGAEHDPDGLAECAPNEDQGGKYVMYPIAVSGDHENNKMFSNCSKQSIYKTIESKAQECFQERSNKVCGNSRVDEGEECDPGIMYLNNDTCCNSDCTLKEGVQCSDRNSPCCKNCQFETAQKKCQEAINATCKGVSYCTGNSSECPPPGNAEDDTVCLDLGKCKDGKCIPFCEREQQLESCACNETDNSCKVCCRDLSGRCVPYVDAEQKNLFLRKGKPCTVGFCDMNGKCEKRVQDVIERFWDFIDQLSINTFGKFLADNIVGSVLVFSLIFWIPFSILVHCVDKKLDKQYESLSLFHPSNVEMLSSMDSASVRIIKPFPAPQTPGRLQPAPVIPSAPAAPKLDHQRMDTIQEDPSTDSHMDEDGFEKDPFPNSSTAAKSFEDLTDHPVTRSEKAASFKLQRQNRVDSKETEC
# PLCb3 inh: human PLC-beta3 inhibitors, primary screen, biochemical, fluorescence; 1-phosphatidylinositol 4,5-bisphosphate phosphodiesterase beta-3 (Homo sapiens), Q01970; Purified PLC-beta3, fluorogenic substrate; inhibition, % at 12.2 µM; 370,000 compounds, 0.18% hits; AID 720704, 2013; in the data active = inhibition above about 11%;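 also: 0% = median of compound wells on plate and 100% = full blocker control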
# ssDAF-12 act: S. stercoralis DAF-12 nuclear receptor activators, primary screen, cell-based, luminescence, HEK293, GRIP1 co-expression, lit1-tk-luc | Nuclear hormone receptor DAF-12 (Strongyloides stercoralis) | HEK293 ssDAF-12/GRIP1 lit1-tk-luc reporter; % of 3 µM dafachronic acid response | activation, % at 6.8 µM | 370,000 compounds, 1% hits;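 active = activation above the mean over all tested compounds plus 3 SD, cut at about 0.9% in these data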;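 also: 0% = DMSO-only wells and 100% = 3 µM delta7-dafachronic acid wells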
# PLCg1 inh: PLC-gamma1 enzyme inhibitors, primary screen, biochemical, fluorescence, purified enzyme; inhibition, % at 12.2 µM; 370,000 compounds, 0.84% hits; fluorogenic substrate; in the data active = inhibition above about 9.5%
# MBD2 DNA inh: inhibitors of MBD2 binding to methylated DNA, primary screen, biochemical, TR-FRET, DNA-binding domain, human; Methyl-CpG-binding domain protein 2 (Homo sapiens), Q9UBB5; MBD2 binding to methylated oligonucleotide; inhibition, % at 4.4 µM; 370,000 compounds, 0.31% hits; in the data active = inhibition above about 13%
# Rev-erbA mod: modulators of Rev-erb alpha DNA binding, primary screen, biochemical, FITC-DNA, fluorescence polarization, uHTS. Rev-erbα–FITC-DNA binding, 90 min. 370,000 compounds, 0.79% hits. AID 1259318, 2017. activity, % at 10 µM. Nuclear receptor subfamily 1 group D member 1 (Homo sapiens), P20393;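 active = activity above about 14%, limit read from the data; passing the limit was not always enough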;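 also: 0% = DMSO wells with 35 nM protein and 100% = DMSO wells with 750 nM protein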
# DAX1 inh-2: DAX1 (NR0B1) inhibitors, primary screen, cell-based, HEK293, Gal4-DAX1, luciferase luminescence | Nuclear receptor subfamily 0 group B member 1 (Homo sapiens), P51843 | HEK293 Gal4-DAX1 luciferase reporter | inhibition, % at 6.75 µM | 340,000 compounds, 0.99% hits | AID 504766, 2011;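 active = inhibition above the mean over all tested compounds plus 3 SD, cut at about 4.2% in these data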;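 also: 0% = DAX1-transfected cells with DMSO and 100% = empty-vector control cells with DMSO; inhibition shows as a rise in luminescence from relieved DAX1 repression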
# Target sequence (P51843 207-470 limits assumed): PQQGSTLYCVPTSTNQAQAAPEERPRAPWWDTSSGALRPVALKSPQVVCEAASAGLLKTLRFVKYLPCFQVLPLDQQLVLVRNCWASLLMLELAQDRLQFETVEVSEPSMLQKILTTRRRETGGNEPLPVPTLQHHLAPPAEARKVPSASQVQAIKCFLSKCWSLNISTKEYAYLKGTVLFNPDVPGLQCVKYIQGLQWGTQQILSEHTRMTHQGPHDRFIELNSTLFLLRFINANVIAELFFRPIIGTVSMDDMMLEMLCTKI
# hgDAF12 agonist: H. glycines DAF-12 receptor agonists, primary screen, cell-based, luminescence, HEK293, GAL4 fusion, UAS-luciferase. Nuclear hormone receptor DAF-12 (Heterodera glycines), GAL4 fusion. HEK293 GAL4-hgDAF12 UAS-luciferase reporter, agonist luminescence; normalized to butyrate control. activation, % at 6.8 µM. 370,000 compounds, 1.8% hits. AID 687014, 2013;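 active = activation above a cutoff set at the mean of all screened compounds plus 3 SD, cut at about 10% in these data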;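 also: 0% = DMSO wells and 100% = sodium butyrate wells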
# hcDAF12 agonist: H. contortus DAF-12 nuclear receptor activators, primary screen, cell-based, luminescence, HEK293, lit1-tk-luc reporter; HEK293 hcDAF-12 lit1-tk-luc reporter; 0% DMSO, 100% Δ7-dafachronic acid; activation, % at 6.8 µM; 370,000 compounds, 1.4% hits;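 active = activation above the mean of all tested compounds plus 3 SD, cut at about 5.5% in these data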;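 also: 100% = response to 3 µM Δ7-dafachronic acid high control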
# * = called active by the depositor; i = inactive; x = no result given.
Molecule,SMARCA2 activ,DAX1 inh-1,ADAM17 inh,PLCb3 inh,ssDAF-12 act,PLCg1 inh,MBD2 DNA inh,Rev-erbA mod,DAX1 inh-2,hgDAF12 agonist,hcDAF12 agonist
Cc1cccc(OCCNC(=O)CCc2ccccc2)c1,-1,0.1,-6,-1,-1.7,-1,3,-4,x,-1.1,0.0
Cc1ccc(NC(=O)NC2CCCCCCC2)cc1C,4,1.9,-4,-4,-0.1,2,-1,-3,2.5,2.0,-0.9
CS(=O)(=O)N1CCN(C2Cc3ccccc3C2)CC1,-3,-0.6,1,5,-0.3,3,-7,4,-0.3,1.8,0.3
COc1ccc(CN(C)C(=O)CNC(=O)c2ccc(C)cc2)cc1,-3,-0.1,-1,-8,-0.7,2,1,-1,0.7,-3.0,-0.9
COCc1nc2ccccc2n1Cc1c(F)cccc1Cl,-4,1.0,-4,-6,-2.0,-2,-4,-4,-0.4,-2.7,-1.6
CC(C)COC(=O)C(C#N)c1nc2ccccc2nc1N1CCN(Cc2ccc3c(c2)OCO3)CC1 (stereo not drawn),1,-0.1,-15,-41,-1.1,-32,0,5,1.6,-3.4,-1.9
COc1ccc(C(=O)NCC(=O)OCc2ccc(Br)cc2)cc1,-2,0.8,-3,-2,-2.1,1,-2,-5,-0.4,0.3,1.9
COc1ccc([C@@H]2CC=C(C(=O)O)CN2S(=O)(=O)c2ccc(Cl)cc2)cc1,0,0.1,-7,-1,-1.4,-4,2,0,1.1,0.4,-1.6
CN(Cc1ccco1)c1ncnc2ccc(-c3ccccc3Cl)cc12,0,-1.2,4,-24,-1.4,-12,-4,0,-2.5,-4.8,-2.2
O=C(CNC(=O)c1ccc2ccccc2c1)OCC(=O)N1CCN(S(=O)(=O)c2ccc3ccccc3c2)CC1,-3,0.2,7,-1,-1.4,0,-3,8,-0.2,0.1,-2.3
COC(=O)c1cc(OC)c(OC)cc1NC(=S)N1CCC(C(N)=O)CC1,-4,-0.1,-7,-1,-1.1,-3,0,-2,0.1,0.3,-2.5
COc1ccc(-n2c(=O)c(CCC(=O)N(C)Cc3ccccc3C)nc3ccccc32)cc1,-3,-1.2,-1,-13,-2.1,-10,1,-2,-0.1,-2.5,-1.7
Cc1ccc(OC(=O)CCNC(=O)c2ccccc2Cl)c(Br)c1,3,-0.6,-1,-3,-0.9,2,-3,5,0.8,-0.5,-1.6
O=C1C2C3C=CC(C3)C2C(=O)N1c1n[nH]c(-c2ccccc2)n1 (stereo not drawn),2,0.5,-3,1,-1.2,-2,1,9,0.7,-0.2,1.1
Cc1cc(=O)[nH]c(N)n1,-1,0.3,-3,-6,-1.2,-1,-6,-5,1.6,3.0,-1.4
CCO[C@H]1OC(C(=O)NC2CC2)=C[C@@H](C2CCCCC2)[C@@H]1CCCO,1,-0.3,4,1,-1.6,3,-4,-9,1.0,-0.2,-0.8
COc1ccccc1NC(=O)N1CCCC1,-6,-0.4,0,5,-1.5,0,3,-2,-0.1,-3.1,0.3
Cc1cccc(OCCNC(=S)NC(=O)c2cccnc2)c1,-4,-0.9,0,1,-1.5,-1,1,0,-1.2,1.4,-1.5
N#Cc1nc(-c2cccs2)oc1NCc1ccccc1,2,-0.5,i,i,-0.9,i,4,2,-0.3,1.8,-0.9
Cc1cccc2cc(CN(CC3CCCO3)C(=S)NCc3ccco3)c(=O)[nH]c12 (stereo not drawn),-2,-0.4,-6,-3,-1.9,-1,0,-2,-1.1,-1.8,-0.4
CCN(C(=O)[C@@H](C)[C@@H](O)c1ccc(C(C)=O)cc1)c1ccccc1,-3,-1.3,-4,1,0.0,4,1,-1,x,-1.7,-1.0
COC(=O)c1ccc(COc2cccnc2[N+](=O)[O-])cc1,3,-0.1,-3,-12,-0.9,8,7,2,-0.9,2.6,-2.5
COc1ccccc1Nc1nnc(SCC(=O)c2cc(C)n(CC3CCCO3)c2C)s1 (stereo not drawn),0,-0.5,6,2,-1.2,4,-3,8,1.6,-1.4,-1.7
CCOC(=O)c1c(C)[nH]c(C(=O)CN(C)CC(=O)Nc2ccccc2C(F)(F)F)c1C,-1,0.2,0,-4,-1.3,-3,-8,4,0.8,0.2,-0.8
O=C(OCC(=O)N1CCCC1=O)C1COc2ccccc2O1 (stereo not drawn),-5,1.0,2,-7,-0.8,-3,-2,0,3.1,0.2,2.6
CC(=O)OC(C(=O)NC1CCCCC1)c1ccncc1 (stereo not drawn),-3,0.0,-3,3,-1.8,1,-5,-1,0.7,0.4,-2.3
O=C(c1ccc(Cl)cc1)c1ccc(OCC(=O)N2CCOCC2)cc1,2,-1.0,-4,-1,-1.1,1,4,-1,0.8,1.9,-0.7
N#Cc1cn(-c2ccccc2)nc1-c1ccco1,2,1.1,-2,-8,-0.1,-4,2,-1,0.0,6.3,4.8
O=C1CC(N2CCOCC2)C(=O)N1c1cc(Cl)cc(Cl)c1 (stereo not drawn),-3,-0.4,4,3,-1.4,6,2,-3,-0.1,0.2,-0.4
COC(=O)CN1C(=O)Nc2ccc(Br)cc2C1c1ccccc1 (stereo not drawn),-3,-0.7,-4,0,-0.9,2,0,1,-1.5,1.4,-2.3
CSc1ncccc1C(=O)N1CCCC(N2CCN(c3ccccc3C)CC2)C1 (stereo not drawn),-1,-1.8,1,2,-1.1,2,-2,7,0.7,-1.1,-2.4
CCOc1ccc(S(=O)(=O)N2CCC(C(=O)NCc3ccccn3)CC2)cc1Cl,-2,0.3,2,-4,-0.9,1,-1,2,0.0,1.5,-1.9
COc1ccc(CNC(=O)c2cc(C3CC3)on2)cc1,0,0.6,0,0,-0.9,-1,2,-5,2.0,5.6,1.4
Cc1ccc(NC(=O)C2CCCN(c3nccc(C)n3)C2)c(C)c1 (stereo not drawn),3,0.5,-3,-7,-0.6,-6,0,-1,-1.1,-0.5,-0.9
O=C(Nc1ccc(C(F)(F)F)cc1)C1CCCCN1S(=O)(=O)c1ccccc1 (stereo not drawn),-7,-3.0,10*,-9,-1.7,5,-11,8,-0.4,-0.5,-1.5
Cc1ccc(Nc2ccc(S(=O)(=O)N3CCOCC3)cc2[N+](=O)[O-])c(C)c1,-1,-1.4,3,8,-2.0,6,-4,9,-0.9,-4.9,-3.2
COc1ccc(S(=O)(=O)n2nc(OC(=O)c3ccccc3Br)cc2N)cc1,-2,-0.6,-3,1,-1.2,-2,-4,1,-0.2,1.1,-0.2
CCOc1ccccc1C(=O)Nc1cc(=O)n(C)c(=O)n1C,-1,-0.3,-2,-1,-0.7,-2,0,0,-0.1,1.5,1.4
COc1ccc(S(=O)(=O)NCCSC(C)(C)C)cc1Cl,1,-0.4,-4,1,-1.4,-1,2,1,-0.8,0.1,-1.3
COc1cc(S(=O)(=O)N2CCN(Cc3ccccc3)CC2)ccc1Br,0,-1.0,0,-2,-1.2,0,-2,-3,-0.4,-1.1,-0.5
Cc1cc(C)nc(NC(=O)CSc2nc3ccccc3o2)n1,5,1.4,-4,-4,-0.6,-3,2,7,0.6,6.9,2.6
O=C1ON=C(c2ccccc2)/C1=C/c1ccc(OS(=O)(=O)c2ccccc2)cc1,2,0.0,4,-1,-1.5,1,1,-1,0.4,2.7,-2.6
COc1ccc(CNS(=O)(=O)c2ccc(NC(=O)N3CCCCC3)cc2)cc1,-3,-6.9,-1,-4,-1.5,-1,1,-10,-1.6,-5.2,-3.5
COC(=O)c1cccc(C(=O)N2CCCC(Nc3ccc4c(c3)OCCO4)C2)c1 (stereo not drawn),7,0.2,-1,-7,-1.4,2,5,0,0.2,1.1,0.6
O=C(CN(Cc1ccc(F)cc1)C(=O)CNS(=O)(=O)c1ccccc1)NCC1CCCO1 (stereo not drawn),-3,0.2,-1,-6,-1.3,0,-6,-2,2.2,0.4,0.5
COC(=O)CN(C)C(=O)c1ccc2nc(Cc3cccc(Cl)c3)oc2c1,7,-0.2,0,-3,0.2,6,3,-3,1.8,7.4,0.7
O=C(Cc1ccccc1)NCCCc1ccccc1,2,-0.1,0,1,-0.2,3,-5,1,0.5,2.4,3.8
Cc1cc(Br)ccc1NC(=O)CN(C)C(=O)Cn1c(=O)cnc2ccccc21,-3,-0.1,-3,-8,0.1,-4,4,3,0.1,0.7,-1.7
O=C(O)c1ccc(S(=O)(=O)c2ccccc2)cc1,1,0.1,-1,-2,-1.1,-3,1,-4,-0.8,-1.6,0.4
CC(C)CC(=O)NC1(C(F)(F)F)C(=O)N(Cc2ccccc2)C2=C1C(=O)CC(C)(C)C2 (stereo not drawn),-3,-0.6,-5,0,-1.1,0,1,-1,0.3,-0.7,-0.7

# (more compounds)
Molecule,SMARCA2 activ,DAX1 inh-1,ADAM17 inh,PLCb3 inh,ssDAF-12 act,PLCg1 inh,MBD2 DNA inh,Rev-erbA mod,DAX1 inh-2,hgDAF12 agonist,hcDAF12 agonist
O=c1[nH]nc(-c2ccc(F)cc2)cc1Cc1ccccn1,-3,0.1,-3,-4,-1.1,-1,3,-1,x,-0.7,-0.2
CC(C)C[C@H]1CNC(=S)N1CC1CCCN1C[C@H](CC(C)C)N1C[C@H](CC(C)C)N(CC2CCCCCC2)C1=S (stereo partly drawn),-2,0.8,1,2,-0.5,2,-1,8,-0.5,5.2,0.0
COc1ccc(CCC(=O)N2CCN(C3CCCCC3)CC2)cc1,0,0.8,3,1,-1.4,1,-4,-8,1.0,-1.4,-0.5
CC(=O)c1ccc(C(=O)NC2CCCN(Cc3ccccc3F)C2)s1 (stereo not drawn),-2,-0.8,-2,-10,-0.9,0,-2,12,0.6,-2.0,-0.3
O=C(Nc1cccc2cccnc12)c1csc([C@@H]2O[C@H](CO)[C@H](O)[C@H](O)[C@H]2O)n1,-3,-1.2,-6,-3,-1.0,-1,2,6,x,-1.7,0.3
CCC(C)NCCOc1cccc(Br)c1 (stereo not drawn),-1,0.2,1,0,0.0,2,2,-2,0.0,2.6,-1.6
Cc1cccc(OCC(C)CN2CCC(C(O)(c3ccccc3)c3ccccc3)CC2)c1 (stereo not drawn),-6,-1.0,-1,0,-2.2,1,3,0,x,-0.7,0.0
